Screening data (PubChem)
GSTO1 inh – counter-screen for RBBP9 inhibitors: inhibitors of human GSTO1; P78417; recombinant GSTO1, activity-based probe fluorescence polarization; inhibition, % at 5.96 µM; 300,000 compounds, 1.1% hits; AID 1974;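 active = inhibition above the campaign mean inhibition plus 3 SD, cut at about 35% in these data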;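 note: 0% = GSTO1-1 with DMSO and 100% = wells lacking GSTO1-1 enzyme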
PAFAH1B2 FP inh – PAFAH1B2 (human) inhibition; recombinant PAFAH1B2, FP-rhodamine activity probe, fluorescence polarization; 340,000 compounds, 1.2% hits; inhibition, % at 3.39 µM; P68402;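 active = inhibition above the mean of all tested compounds plus 3 SD, cut at about 24% in these data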;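 note: 0% = enzyme with DMSO and 100% = wells lacking PAFAH1B2; many of its hits are not listed in these tables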
Target sequence (P68402 whole entry, looked up): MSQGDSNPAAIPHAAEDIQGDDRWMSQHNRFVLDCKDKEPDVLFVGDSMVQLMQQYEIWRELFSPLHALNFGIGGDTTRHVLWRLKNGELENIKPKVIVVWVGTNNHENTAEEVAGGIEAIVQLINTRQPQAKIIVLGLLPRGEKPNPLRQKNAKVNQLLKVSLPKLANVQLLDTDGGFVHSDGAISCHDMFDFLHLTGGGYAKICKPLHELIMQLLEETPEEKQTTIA
PME-1 primary – PME-1 (human) inhibition | inhibition, % at 5.9 µM | recombinant PME-1, FP-Rh probe fluorescence polarization | 320,000 compounds, 0.53% hits | AID 2130 | Q9Y570;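 active = inhibition above the campaign mean of all compounds plus 3 SD, cut at about 26% in these data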;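 note: competitive labeling of PME-1 active site by serine hydrolase directed probe; 0% = PME-1 with DMSO and 100% = wells lacking PME-1 enzyme; inhibitors block probe labeling so polarization falls and inhibition rises; many of its hits are not listed in these tables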
LYPLA2 counter – counter-screen for PME1 inhibitors: inhibitors of human LYPLA2; O95372; recombinant LYPLA2, FP-Rh probe fluorescence polarization; inhibition, % at 5.9 µM; 320,000 compounds, 0.38% hits; AID 2177;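 active = inhibition above the screen-wide mean plus 3 SD, limit set per campaign, cut at about 26% in these data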;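 note: 0% = LYPLA2 with DMSO and 100% = wells lacking LYPLA2 enzyme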
pPAFAH FP inh – pPAFAH (human) enzyme inhibition; Q13093; recombinant pPAFAH, FP-rhodamine probe fluorescence polarization; inhibition, % at 3.39 µM; 330,000 compounds, 1.5% hits; AID 463082;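 active = inhibition above the mean inhibition across the screen plus 3 SD, cut at about 25% in these data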;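 note: inhibitors block binding of the rhodamine activity-based probe so polarization drops; 0% = enzyme with DMSO and 100% = wells lacking pPAFAH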
PAD4 FP inh – blocks human protein arginine deiminase 4; Q9UM07; recombinant PAD4, RCA probe fluorescence polarization; inhibition, % at 6.36 µM; 330,000 compounds, 0.41% hits;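 active = percent inhibition above a cutoff equal to the mean of all tested compounds plus 3 SD, cut at about 15% in these data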;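 note: 0% = PAD4 with RCA probe and DMSO and 100% = probe without PAD4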
Target sequence (Q9UM07 whole entry, looked up): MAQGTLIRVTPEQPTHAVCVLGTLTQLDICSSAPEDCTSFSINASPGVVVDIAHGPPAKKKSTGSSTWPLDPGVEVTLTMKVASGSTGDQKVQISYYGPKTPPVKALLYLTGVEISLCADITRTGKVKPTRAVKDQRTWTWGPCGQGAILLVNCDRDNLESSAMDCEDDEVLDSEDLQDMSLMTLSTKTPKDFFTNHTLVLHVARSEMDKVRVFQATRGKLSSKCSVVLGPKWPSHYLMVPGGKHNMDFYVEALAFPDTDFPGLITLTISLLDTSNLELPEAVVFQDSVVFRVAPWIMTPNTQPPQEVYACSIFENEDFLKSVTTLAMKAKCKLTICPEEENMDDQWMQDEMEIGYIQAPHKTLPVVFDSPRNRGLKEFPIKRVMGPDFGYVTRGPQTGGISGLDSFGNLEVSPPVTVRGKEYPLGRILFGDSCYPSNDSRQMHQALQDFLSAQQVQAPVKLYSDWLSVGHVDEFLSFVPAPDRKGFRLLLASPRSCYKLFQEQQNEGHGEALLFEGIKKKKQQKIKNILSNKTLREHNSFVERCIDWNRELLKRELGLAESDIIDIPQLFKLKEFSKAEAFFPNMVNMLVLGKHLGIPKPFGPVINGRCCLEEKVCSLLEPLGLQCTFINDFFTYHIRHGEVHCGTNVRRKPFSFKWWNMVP
PAFAH2 FP inh – PAFAH2 (human) inhibition | Q99487 | recombinant PAFAH2, FP-rhodamine activity probe, fluorescence polarization | 340,000 compounds, 0.99% hits | inhibition, % at 3.39 µM;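 active = inhibition above the mean over all tested compounds plus 3 SD, cut at about 30% in these data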;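 note: inhibitors block probe labeling of enzyme so polarization drops; 0% = enzyme with DMSO and 100% = wells lacking PAFAH2 protein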
PAFAH1B3 FP inh – inhibitors of human PAFAH1B3; recombinant PAFAH1B3, FP-rhodamine probe, fluorescence polarization; AID 492972; inhibition, % at 3.39 µM; Q15102; 340,000 compounds, 0.28% hits;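 active = inhibition above the screen-wide average of all tested compounds plus 3 SD, cut at about 25% in these data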;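 note: 0% = enzyme with DMSO only and 100% = wells lacking PAFAH1B3 protein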
LYPLA1 counter – blocks human lysophospholipase 1, a PME1 counter-screen. O75608. inhibition, % at 5.9 µM. 320,000 compounds, 0.16% hits. recombinant LYPLA1, FP-Rh probe fluorescence polarization;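 active = inhibition above the mean of all tested compounds plus 3 SD, set per campaign, cut at about 14% in these data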;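 note: inhibitors block serine hydrolase probe labeling of LYPLA1 so polarization falls; 0% = enzyme with DMSO and 100% = wells lacking LYPLA1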
Numbers without * were called inactive; . = not tested or not shown.

molecule	GSTO1 inh	PAFAH1B2 FP inh	PME-1 primary	LYPLA2 counter	pPAFAH FP inh	PAD4 FP inh	PAFAH2 FP inh	PAFAH1B3 FP inh	LYPLA1 counter
Cc1nn(C)c(C)c1/C=N/NC(=O)CCn1cc([N+](=O)[O-])cn1	3	8	-4	6	-3	-4	1	15	2
CCOCCCNS(=O)(=O)Cc1ccccc1	-4	3	1	-2	-4	0	4	4	-5
O=C([C@@H]1CC=C[C@@H]2CCN(C3CCCCC3)C(=O)[C@@H]21)N1CCN(c2ccccc2)CC1	3	5	3	0	0	-1	14	14	0
O=C1CCc2ccc(NC(=O)C3CC3)cc2N1	1	3	-2	-4	-2	1	-3	7	1
Cc1c(Cl)c([N+](=O)[O-])nn1CCCC(=O)NCCc1ccccc1	1	-1	-2	4	2	4	1	6	-1
O=C(NCc1ccccc1)C(C(=O)c1ccc(F)cc1)n1ccccc1=O (configuration not stated)	-12	-1	-4	4	4	0	-1	-5	0
O=C(NCCN1CCOCC1)c1ccc2c(c1)N(Cc1ccc(F)cc1)C(=O)CS2	-3	3	-1	4	4	-1	-5	-4	1
Cc1ccn(CCNC(=O)C2CCC(=O)N(Cc3ccc(Cl)cc3)C2)n1 (configuration not stated)	-4	1	-3	0	-3	-5	-1	11	0
Cc1ccc(N2CC(C(=O)Nc3nnc(SCCC4OCCO4)s3)CC2=O)cc1C (configuration not stated)	6	-3	6	-6	14	0	7	8	-1
O=C(NNC(=O)c1cc(Cl)ccc1[N+](=O)[O-])c1csc(N2CCOCC2)n1	-6	6	2	-1	2	4	-6	8	1
N#C/C(=C\c1cc(Cl)ccc1O)C(=O)NC1CCCCC1	1	6	3	10	-2	2	-1	0	0
CC(C)Cc1c2c([nH]c(=S)c1C#N)CCCC2	3	14	-1	4	5	-7	8	10	4
CCOc1ccc(NC(C)C(=O)N/N=C/c2ccc([N+](=O)[O-])cc2)cc1 (configuration not stated)	1	.	-5	0	6	-4	.	.	2
COc1ccc(N2CCN(C(=O)CCS(=O)(=O)c3ccc4c(c3)NC(=O)CO4)CC2)cc1	10	3	5	5	6	1	-3	0	-2
O=C(Nc1nc2ccccc2[nH]1)c1cccc([N+](=O)[O-])c1	-2	1	4	-5	4	-8	0	5	2
CCCOc1ccc2cc(-c3ccccn3)c(=O)oc2c1	-1	-1	-61	4	5	4	5	13	1
CC1Cc2cc(/C(O)=C3/C(=O)C(=O)N(Cc4ccncc4)C3c3ccc(N(C)C)cc3)ccc2O1 (configuration not stated)	2	4	1	3	1	2	1	9	4
CCN(CC)c1ccc(C(=O)NNC(=O)c2ccc3c(=O)n4c(nc3c2)CCC4)cc1	.	2	1	-3	5	-1	4	4	-1
C/C(CC(=O)Nc1cccc(C(F)(F)F)c1)=N\NC(=O)C1CCCCC1	-4	3	-2	-11	-4	-3	-2	-4	-4
Cc1ccc(S(=O)(=O)/N=C(/NNC(=O)c2cccc(Cl)c2)c2ccccc2)cc1	-12	5	2	3	6	2	28	13	-3
Cc1c(-c2ccc(Cl)cc2)[n+](=O)c(-c2ccccc2)cn1[O-]	1	.	-2	-7	3	-3	.	.	1
CCc1cccc(OCCOCCN2CCCC2)c1	0	8	-2	-4	2	-2	5	12	2
Cc1ccc(/C=N/NC(=O)CN2CCN(Cc3ccccc3)CC2)o1	6	7	2	0	5	3	-5	5	0
COC(=O)c1ccc2c(=O)n(CCN3CCOCC3)c(SCC(=O)c3ccccc3)nc2c1	15	-4	-2	3	-3	1	-5	7	0
CCC(C)(C)n1nnnc1CN1CCc2ccccc21	-1	-3	-2	-8	4	1	4	1	-2
Cc1ccc(NCc2ccncc2)c(Br)c1	-1	2	1	2	6	-2	-10	9	1
CN(C)C(=O)CSc1nc2ccccc2n1CC(=O)N1CCN(c2ccccc2)CC1	10	-1	-4	5	6	0	-5	1	3
CCCc1cc(=O)[nH]c(/N=C(/NC(=O)C(C)N2C(=O)c3ccccc3C2=O)Nc2ccccc2)n1 (configuration not stated)	12	-2	-1	1	2	-2	4	-3	-2
N#Cc1c2ncn(CC(=O)c3ccc(Br)cc3)c(=O)c2c2n1CCC2	11	9	0	1	2	0	-3	9	-2
O=C(CN1C(=O)NC2(CCCC2)C1=O)Nc1nc2ccc(F)cc2s1	-2	-1	-7	7	6	2	3	9	4
CCN(CC)CCn1c(C)nc2ccccc21	-2	2	3	6	0	2	-6	-4	3
O=C(O)c1ccccc1O	4	-8	-4	-3	-5	-9	-2	6	-2

A second format for 4 compounds above:
Each structure is followed by: GSTO1 inh	PAFAH1B2 FP inh	PME-1 primary	LYPLA2 counter	pPAFAH FP inh	PAD4 FP inh	PAFAH2 FP inh	PAFAH1B3 FP inh	LYPLA1 counter
Cc1ccc(N2CC(C(=O)Nc3nnc(SCCC4OCCO4)s3)CC2=O)cc1C (configuration not stated)
  6	-3	6	-6	14	0	7	8	-1
Cc1c(-c2ccc(Cl)cc2)[n+](=O)c(-c2ccccc2)cn1[O-]
  1	.	-2	-7	3	-3	.	.	1
Cc1ccc(S(=O)(=O)/N=C(/NNC(=O)c2cccc(Cl)c2)c2ccccc2)cc1
  -12	5	2	3	6	2	28	13	-3
N#Cc1c2ncn(CC(=O)c3ccc(Br)cc3)c(=O)c2c2n1CCC2
  11	9	0	1	2	0	-3	9	-2

Following part
molecule	GSTO1 inh	PAFAH1B2 FP inh	PME-1 primary	LYPLA2 counter	pPAFAH FP inh	PAD4 FP inh	PAFAH2 FP inh	PAFAH1B3 FP inh	LYPLA1 counter
N#C/C(=C\C=C\c1ccccc1)C(=O)NCc1cccnc1	7	2	-4	4	3	13	-3	-3	-1
O=Cc1c(C(=O)O)n(CC(=O)O)c2ccccc12	4	-1	0	4	-3	0	-1	4	4
Cc1ccc2[nH]c(-c3ccccc3)c(CN(C)C)c(=O)c2c1	1	-1	-2	-10	-2	-5	8	1	-2
O=C(c1cccc(Cl)c1)N1CCN(Cc2ccc3c(c2)OCO3)CC1	0	-4	3	-2	1	2	1	-4	-2
CC(=O)Nc1ccc(OCC(O)Cn2cncn2)cc1 (configuration not stated)	1	5	-2	-5	2	1	3	-2	-1
COc1ccccc1C1=NOC(Cn2c(=O)c3c(ncn3C)n(C)c2=O)C1 (configuration not stated)	4	6	0	6	4	1	-1	1	0
Cc1ccc(C2(C)NC(=O)N(CC(=O)Nc3ccccc3N3CCCCC3)C2=O)cc1 (configuration not stated)	8	24	-1	-2	3	-3	4	9	-2
COc1ccc(/C=C(\NC(=O)c2ccccc2)C(=O)N2CCN(C)CC2)cc1OC	-7	3	-5	-3	3	2	6	0	2
N#Cc1c(-c2ccccc2)nc(-c2ccccc2)nc1N1CCOCC1	1	-1	-6	2	7	-2	-3	2	2
Cc1cccc(-c2sc(Nc3ccccc3)n[n+]2-c2ccc(F)cc2)c1	4	-3	4	4	-4	5	1	3	2
CC(C)NC(=O)CSc1nc2ccccc2c(=O)n1CCCOC(C)C	-4	-1	6	2	2	-4	-1	3	0
COC(=O)c1cc2sccc2n1Cc1nc(-c2cccc(Cl)c2)oc1C	0	0	-9	0	-4	0	-8	-5	0
O=C(NCc1ccco1)C12CC3CC(C1)CC(C(=O)NCc1ccco1)(C3)C2	-2	1	4	2	1	2	2	4	-2
CCOC(=O)C1=C(N)OC2=C(C(=O)CCC2)C1c1cccnc1 (configuration not stated)	-1	0	1	-2	1	-3	9	0	2
COc1cc(-c2nc3ccccc3nc2-c2ccc(O)c(OC)c2)ccc1O	-3	3	7	4	2	0	1	4	2
N#Cc1c2c(c(Nc3ccc(O)cc3)n3c1nc1ccccc13)CCC2	2	1	4	6	18	3	2	9	-3
COc1ccc(N2CCN(C(=O)[C@H](C)N3C(=O)C4CC=CCC4C3=O)CC2)cc1 (some centres not stated)	.	6	.	.	3	-2	4	4	.
O=C(CCN1C(=O)/C(=C/c2cccs2)SC1=S)Nc1ccc(O)cc1	6	5	-15	-19	4	-13	-18	-8	-8
CCN(c1ccccc1)S(=O)(=O)c1cccc(C(=O)NCC2(N(C)C)CCCCC2)c1	.	4	0	0	-2	-3	2	10	-2
COc1ccc(C(=O)NCCCNC(=O)c2cnccn2)cc1	-2	-2	-3	-3	5	1	17	6	-2
O=C(CCCN1C(=O)C2CC=CCC2C1=O)Nc1ccccc1F (configuration not stated)	0	6	2	12	4	3	12	-4	-2
Cc1ccc(Cn2c(=O)n(CCC(=O)NCc3ccc4c(c3)OCO4)c(=O)c3ccccc32)cc1	-11	-2	-13	-18	3	-3	-7	-16	-6
COc1ccccc1-n1c2c(cc(C(=O)N3CCC(C)CC3)c1=O)C(=O)CC(C)(C)C2	2	7	4	5	5	-1	6	3	1
COc1ccccc1CNC(=O)C1CC(=O)N(c2ccc(C)c(C)c2)C1 (configuration not stated)	19	7	-6	-1	-2	-4	3	6	-3

Three compounds out of the list above, arranged by their value in PAFAH1B2 FP inh, highest first.
Structure | PAFAH1B2 FP inh
N#C/C(=C\C=C\c1ccccc1)C(=O)NCc1cccnc1 | 2
N#Cc1c2c(c(Nc3ccc(O)cc3)n3c1nc1ccccc13)CCC2 | 1
Cc1cccc(-c2sc(Nc3ccccc3)n[n+]2-c2ccc(F)cc2)c1 | -3

A portion of the library; count on the stated rates, not on these rows.
